Cneo AK release – causes C. neoformans cell lysis; lysis activity, % at 15 µM; AID 651654; hit rate 0.2% among 360,000; adenylate kinase release luminescence, 4 h; normalised: neutral wells 0, clomiphene wells 100;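 active means mean lysis activity across replicates of at least 80%, whatever share of replicates individually reach that level; inactive means mean lysis activity below 80%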
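Test system: log-phase Cryptococcus neoformans yeast cells; Quantity: yeast cell density of 5 × 10^6 cells/mL; Buffer or medium: YPD; Doses: single compound concentration per well; Timing: 4 h at 37 °C static, read 1 h later; Measured by: AK luminescence; Read-out basis: lysis from increased AK signal; Control set: Clomiphene as positive control.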
SIRT5 inh – sirtuin-5 (human) deacylase inhibition | Q9NXA8 | Purified SirT5, succinyl-peptide AMC, trypsin-coupled fluorescence | inhibition, % at 15 µM | hit rate 1.1% among 330,000 | AID 652115; in the data active means inhibition above about 15%; inconclusive means no clear call, values can overlap the other calls
Target sequence (Q9NXA8 whole entry, looked up): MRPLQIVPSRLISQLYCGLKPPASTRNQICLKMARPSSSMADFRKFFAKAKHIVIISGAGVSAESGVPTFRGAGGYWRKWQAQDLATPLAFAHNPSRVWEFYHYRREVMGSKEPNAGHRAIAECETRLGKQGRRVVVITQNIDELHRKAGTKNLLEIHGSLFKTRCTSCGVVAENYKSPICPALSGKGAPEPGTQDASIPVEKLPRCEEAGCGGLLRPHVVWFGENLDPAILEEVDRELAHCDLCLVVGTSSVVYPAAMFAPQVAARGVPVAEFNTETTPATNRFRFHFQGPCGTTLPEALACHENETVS
ERp5 block – blocks human ERp5 reductase activity on insulin; Q15084; ERp5 insulin aggregation, absorbance 650 nm, 90 min; inhibition, % at 9.99 µM; hit rate 0.05% among 350,000; AID 651711;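 active means mean replicate inhibition above about 25%, with every replicate also reaching it, limit read from the data, passing the limit was not always enough; inconclusive means only one of those two criteria met; inactive means neither criterion met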
Target sequence (Q15084 whole entry, looked up): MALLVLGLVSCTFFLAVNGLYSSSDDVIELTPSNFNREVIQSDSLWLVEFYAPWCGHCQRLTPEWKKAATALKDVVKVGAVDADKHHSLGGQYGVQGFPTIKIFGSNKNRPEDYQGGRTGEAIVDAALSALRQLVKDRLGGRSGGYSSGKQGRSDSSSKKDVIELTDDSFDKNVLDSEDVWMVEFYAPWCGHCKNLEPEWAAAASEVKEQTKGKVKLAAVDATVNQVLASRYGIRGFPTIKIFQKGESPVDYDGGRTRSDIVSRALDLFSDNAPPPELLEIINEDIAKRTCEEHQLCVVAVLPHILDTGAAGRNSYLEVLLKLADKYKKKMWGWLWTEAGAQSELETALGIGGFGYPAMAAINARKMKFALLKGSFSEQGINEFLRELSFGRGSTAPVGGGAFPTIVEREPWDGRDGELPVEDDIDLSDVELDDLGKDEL
C2C12 statin – suppressors of simvastatin-induced myotoxicity in C2C12 myotubes. ATP luminescence, 48 h; scaled: DMSO 0, geranylgeraniol control 100. rescue of ATP level, % at 7.49 µM. hit rate 0.78% among 330,000. AID 602340;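 active means mean ATP rescue above about 67%, or every replicate alone reaching that limit, limit read from the data, passing the limit was not always enough; inconclusive means no clear call, values can overlap the other calls; inactive means mean under the limit and some replicate under it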;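 further: myotubes were challenged with 10 µM simvastatin during compound exposure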
ARNT-TACC3 inh – disrupts binding between human ARNT and TACC3. Q9Y6A5. AlphaScreen His-ARNT PAS-B/GST-TACC3 binding, luminescence; TACC3 fragment carries E629A point mutation. inhibition, % at 9.99 µM. hit rate 0.66% among 390,000. AID 623870;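 active means mean inhibition of replicates at least 50% and at least half of replicates each reaching 50%; inconclusive means half or more replicates reach 50% but mean below 50%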;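 further: 0% = complete ARNT plus TACC3 wells and 100% = ARNT alone without TACC3; many hits fall short of the cut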
miR-122 sensor – inhibitors of miR-122 in Huh7 cells. hit rate 0.3% among 340,000. AID 602342. activation (reporter increase), % at 12.5 µM. Huh7 miR-122 Renilla luciferase sensor, 48 h; neutral wells = 0, positive control = 100;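 active means mean replicate activation score at least 90 and every replicate individually at or above 90; inconclusive means only one of the two criteria met; inactive means neither criterion met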;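 further: higher luciferase means less miR-122 activity so hits act as miR-122 inhibitors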
esBAF inh – SWI/SNF esBAF complex inhibition. reporter increase, % at 12.5 µM. hit rate 2% among 350,000. mouse ES cells, Bmi1-luciferase knock-in reporter, 24 h; 100% = twice the neutral-well signal; in the data active means activation above about 40%; inconclusive means no clear call, values can overlap the other calls;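 further: 0% = median of the plate's neutral control wells and 100% = double that signal; a rise in the Bmi1 reporter signal indicates esBAF inhibition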
* hit, by the source's call; ? = inconclusive; . = not tested or not shown; [ ] = dose if it differs, or a comment.

SMILES	Cneo AK release	SIRT5 inh	ERp5 block	C2C12 statin	ARNT-TACC3 inh	miR-122 sensor	esBAF inh
NC(=O)CC(NC(=O)Cc1cccc2ccccc12)c1ccc(N2CCN(c3ccc(F)cc3)CC2)c([N+](=O)[O-])c1 (stereo unspecified)	-1	.	-2	16	3	48	5
COc1ccc(NC(=O)c2cnc(SCC(=O)NCCc3ccccc3)n(C)c2=O)cc1	1	-1	-2	6	-2	-1	7
Cc1ccc(CNC(=O)CN(C(=O)C2(C)CC(=O)N=C3C=CC=CN32)c2ccccc2F)cc1 (stereo unspecified)	1	-16	1	10	0	-6	-4
COc1ccc(C(=O)NCc2nnc(SCC(=O)NC3=NCCS3)n2C)cc1	-1	15	-2	-2	2	.	-2
CCOC(=O)Nc1cc(C)c(Cl)cc1OC	2	.	.	12	-2	.	-1
CSc1ncc(Cl)c(C(=O)Nc2ccc(C)c(C)c2)n1	-1	-4	1	9	8	-1	-3
COc1cccc(OCC(=O)NNC(=O)c2ccc(-c3ccccc3)cc2)c1	-1	.	.	3	-3	-7	2
COc1ccc(NC(=O)Nc2ccc3c(c2)CC(=O)N([C@H](C)CO)C[C@@H](C)[C@@H](CN(C)Cc2ccc(Oc4ccccc4)cc2)O3)cc1	1	9	4	-228	24	-8[16.7 µM]	-3
COc1ccc(-c2ccc(OC)c(OC)c2OC)c(OC)c1OC	.	0	-1	.	-4	.	.
O=C(CNC(=O)c1cccs1)OCc1ccc(Br)cc1	-2	1	-12	.	-3	-4	.
CC1(C)CC(=NOC(=O)c2ccccc2)CC(C)(C)N1O	-1	-1	3	.	5	1	.
Cc1nn(CC2CC2)c(=O)n1-c1cccc(Cl)c1	-2	2	-3	3	0	-6	-4
Cc1ccc(S(=O)(=O)N(C)C[C@@H]2OCCCC[C@H](C)Oc3ccc(NS(C)(=O)=O)cc3C(=O)N([C@H](C)CO)C[C@@H]2C)cc1	-1	4	-4	.	-4	9[16.7 µM]	11
COc1cc(OC)c2c(-c3ccccc3)cc(=O)oc2c1C(CCN1CCOCC1)c1ccc(N(C)C)cc1 (stereo unspecified)	1	-2	3	-16	40	59	13
CC(C)C[C@H]1CNC(=S)N1CC1CCCN1C[C@H](Cc1ccccc1)N1C[C@H](Cc2ccc(O)cc2)N(CC2CCCCCC2)C1=S (stereo partly specified)	1	2	3	3	-12	-4	3
O=C1C=C(c2ccc3[nH]ccc3c2)C[C@@H](c2ccc(Cl)cc2)C1	0	-1	10	0	-27	12	6
CN(C)C(=O)c1cccc(-c2cnc3c(NC=O)cc(-c4ccc(N(C)C)cc4)cn23)c1	2	.	-1	-4	.	-2	-2
Cc1ccc(-c2cnc3c(c2)C(=O)N([C@H](C)CO)C[C@H](C)[C@@H](CN(C)C(=O)c2ccccc2)O3)cc1	-1	-3	-9	24	1	8[16.7 µM]	0
COc1ccc2c(c1)c(C(=O)N/N=C/c1cccc(Br)c1)c(C)n2C	.	2	3	-8	3	4	0
O=C1CN(c2ccc(Cl)cc2)C(=O)CN1NC(=S)Nc1ccc(Cl)cc1	-25	.	.	-3	0	1	-11
OC[C@H]1O[C@@H](c2nc(-c3nc(-c4ccc(F)cc4)no3)cs2)[C@H](O)[C@@H](O)[C@H]1O	2	.	-4	-4	.	1	15
CCC(C)NC(=O)[C@H]1N2C(=O)c3ccccc3C2SC1(C)C (stereo partly specified)	1	-6	4	-6	-8	-1	0
Cc1noc(C)c1NC(=O)N(C)C[C@H]1Oc2c(NC(=O)Nc3ccc4c(c3)OCO4)cccc2C(=O)N([C@@H](C)CO)C[C@H]1C	-5	-4	-9	20	-4	-20[16.7 µM]	3
O=C(C[C@H]1CC[C@H]2NC[C@H](O)COC[C@@H]2O1)Nc1nccs1	0	4	2	8	0	0[16.7 µM]	-7
COc1ccc(-c2ccc([C@@H]3[C@H](CO)N4CCCCN(C(=O)c5ccc(F)cc5)C[C@@H]34)cc2)cc1	48	2	2	.	3	-10[16.7 µM]	.
COCC(=O)N1[C@@H]2c3cccc(=O)n3C[C@@H]2[C@@H](CO)[C@@H]1C(=O)NCc1ccccc1F	5	-1	5	-18	3	0[16.7 µM]	4
Cc1ccccc1OCCSc1nc2ccccc2n1CCC(=O)O	1	0	4	-6	0	-5	-2
O=C(c1ccccc1F)N1C[C@H]2[C@@H](c3ccccc31)[C@H](CO)N2Cc1ccc2c(c1)OCO2	-1	1	1	13	22	-5[16.7 µM]	2
O=C(NCCO)N1c2ccccc2Sc2ccccc21	2	1	0	-2	28	22	2
Cc1nn(C(=O)CCCC(=O)NCc2ccccc2)c2ccccc12	13	-1	1	4	3	-6	2
CCOc1ccc(NC(=O)[C@@H](NC(=O)c2ccccc2)[C@@H](C)CC)cc1	.	.	.	9	-1	1	4
COc1ccc(-c2ccc(NC(=O)c3ccc(Br)o3)cc2)nn1	0	-4	1	-27	.	2	27
COc1ccc(C[C@@H]2CCc3cnnn3COC[C@H](Cc3ccccc3)NC2=O)cc1	0	1	-1	.	.	.	.
C/C(=N\Nc1nc(-c2ccccc2O)nc2ccccc12)c1ccccc1	.	-1	3	.	3	.	.
Cc1nc(NC(=O)COc2ccccc2)sc1C(=O)Nc1cccc(Cl)c1	1	.	.	-4	.	-1	4
COc1ccc(-c2nnc(SCC(=O)Nc3sc4c(c3C#N)CCC4)n2CC2CCCO2)cc1 (stereo unspecified)	0	.	.	-4	-2	5	3
Cc1ccc(Nc2nc(-c3cccnc3)cs2)cc1Cl	-1	9	7	-5	-5	3	63*
S=C(NCCN1CCOCC1)Nc1ccc(-c2nc3ccccc3[nH]2)cc1	.	2	-6	.	5	.	.
COC(c1ccc(Cl)cc1)(c1ccc(Cl)cc1)C(Oc1nc(C)cc(C)n1)C(=O)O (stereo unspecified)	-1	-1	2	9	-3	-12	-5
O=C(/C=C/c1ccccc1)N1CCN(c2ccc([N+](=O)[O-])c(N3CCOCC3)c2)CC1	0	.	.	.	10	-3	8
CCCN(C)C[C@H]1Oc2cc(C#CCN(C)C)ccc2S(=O)(=O)N([C@@H](C)CO)C[C@H]1C	-3	-5	1	4	3	0[16.7 µM]	-2
Cc1ccc(C(=O)N2CCN(S(=O)(=O)N3CCOCC3)CC2)cc1	.	-1	-9	-1	9	2	-3
O=C(O)c1cccc(NS(=O)(=O)/C=C/c2ccccc2)c1	0	.	.	-3	0	-7	-5
CCCn1c(N)c(N(CCOC)C(=O)CSc2cc(C)c3cccc(C)c3n2)c(=O)[nH]c1=O	-1	2	1	14	.	-1	-6
COc1ccc([Si](C)(C)[C@H]2[C@H](CCO)O[C@@]3(C(=O)N(Cc4ccccc4)c4ccc(N5CCCCC5=O)cc43)[C@@H]2C)cc1	4	4	-1	.	7	.	.
C/C=C(\C)C(=O)NCCN1C2=NC[C@@H](C)N2C[C@H]1Cc1ccc(O)cc1	0	.	-2	8	3	0	1
COc1cccc(C(C(=O)NC2CCCC2)N(Cc2ccccc2OC)C(=O)c2ccco2)c1 (stereo unspecified)	2	.	.	-10	-7	23	2
O=C(O)CC1SC(=O)N(CC(=O)c2ccccc2)C1=O (stereo unspecified)	3	-2	0	6	-13	-1	-7
O=C(O)Cn1nc2c3c(cccc3c1=O)-c1ccccc1-2	0	-2	1	-13	6	-3	2
COc1ccc(Cl)cc1C(=O)OCC(=O)Nc1sccc1C(N)=O	-2	.	1	4	0	2	2
Cc1cccc(OCCn2nc(C(=O)O)c3ccccc3c2=O)c1	-1	.	.	11	-5	-1	2
CC1CCCN(CCCNC(=O)c2ccc(CS(=O)(=O)c3c(Cl)cccc3Cl)o2)C1 (stereo unspecified)	0	2	-22	-5	-5	-7	-2
O=C(c1cc(-c2ccccc2Cl)nc2ccccc12)N1CCN(c2ccccc2O)CC1	.	8	9	0	5	.	1
CCC1CCc2sc(C(=O)NCC(c3ccccc3OC)N3CCCC3)cc2C1 (stereo unspecified)	7	-2	3	-102	8	3	-19
COc1cc2cc(C)nc(Cc3cccc4ccccc34)c2cc1OC	-2	0	-1	12	-5	-8	-5
Cc1ccc(C2NC(=S)NC3=C2N2CCC3CC2)cc1 (stereo unspecified)	-4	.	.	-1	-2	-8	2
O=C(c1cccc(S(=O)(=O)Nc2ccccc2Cl)c1)N1CCN(c2ccccc2O)CC1	.	-1	6	28	.	.	1
CCOC(=O)c1ccc(NC(=S)NCCC2=CCCCC2)cc1	9	.	.	.	-3	-3	.
CCOc1ccc2[nH]cc(C(=O)NCc3ccccc3)c(=O)c2c1	-3	6	0	15	2	25	17
Cc1ccc(/C=C/C(=O)N2CC(C)CC(C)C2)o1 (stereo unspecified)	1	.	.	56	2	0	-8

Shown with each value named: 4 of the compounds above.
CCC1CCc2sc(C(=O)NCC(c3ccccc3OC)N3CCCC3)cc2C1 (stereo unspecified)
- Cneo AK release: 7
- SIRT5 inh: -2
- ERp5 block: 3
- C2C12 statin: -102
- ARNT-TACC3 inh: 8
- miR-122 sensor: 3
- esBAF inh: -19
COc1ccc(Cl)cc1C(=O)OCC(=O)Nc1sccc1C(N)=O
- Cneo AK release: -2
- SIRT5 inh: .
- ERp5 block: 1
- C2C12 statin: 4
- ARNT-TACC3 inh: 0
- miR-122 sensor: 2
- esBAF inh: 2
CC1CCCN(CCCNC(=O)c2ccc(CS(=O)(=O)c3c(Cl)cccc3Cl)o2)C1 (stereo unspecified)
- Cneo AK release: 0
- SIRT5 inh: 2
- ERp5 block: -22
- C2C12 statin: -5
- ARNT-TACC3 inh: -5
- miR-122 sensor: -7
- esBAF inh: -2
O=C(O)CC1SC(=O)N(CC(=O)c2ccccc2)C1=O (stereo unspecified)
- Cneo AK release: 3
- SIRT5 inh: -2
- ERp5 block: 0
- C2C12 statin: 6
- ARNT-TACC3 inh: -13
- miR-122 sensor: -1
- esBAF inh: -7

Continuation.
SMILES	Cneo AK release	SIRT5 inh	ERp5 block	C2C12 statin	ARNT-TACC3 inh	miR-122 sensor	esBAF inh
COc1ccc(C)cc1NC(=O)c1ccc(CN2CCc3ccccc3C2)cc1	0	2	0	-1	-2	4	-3
Cc1ccccc1NC(=O)CSCc1nc(N)nc(Nc2ccccc2C)n1	.	-3	3	.	5	.	.
O=C(Nc1ccc(Cl)cc1)c1csc(Cc2ccccc2)n1	.	-1	-10	.	3	.	.
CC(=O)Nc1ccc(C(=O)COC(=O)C2CC3CCCC(C2)C3=O)cc1 (stereo unspecified)	2	-1	-1	0	0	0	-1
COc1ccc(-c2ccc([C@H]3[C@H](CO)N4CCCCN(C(=O)NC(C)C)C[C@@H]34)cc2)cc1	0	-6	2	39	0	2[16.7 µM]	-1
COc1ccccc1NC(=O)COC(=O)C12CC3CC(CC(Br)(C3)C1)C2	0	-2	5	6	.	-3	4
COc1ccccc1[C@@H]1C(c2cccc(Cl)c2)=NN(c2ccc(Br)cc2)[C@H]1C(=O)N1CCOC1=O	-1	.	6	14	-6	1	-1
COc1cc(CN2CCCC(N3CCN(c4ccc(F)cc4)CC3)C2)ccc1F (stereo unspecified)	2	-4	-1	-1	6	0	-6
CCN(c1ccc(F)cc1)S(=O)(=O)c1ccc2[nH]cc(C(=O)NCCCN3CCOCC3)c(=O)c2c1	.	-3	9	.	4	.	.
CCn1c2ccccc2c2cc(/C=N/NC(=O)c3ccccc3)ccc21	3	.	.	-33	-9	-20	5
Cc1ccc(NC(=O)C(NC2CCCc3ccccc32)c2ccccc2)cc1Cl (stereo unspecified)	-2	.	.	-5	28	8	-5
COc1ccccc1CCC(=O)NNC(=O)Cn1nc(C)cc1C	-1	.	7	1	.	-7	1
O=C(c1ccc(CS(=O)c2cccc(Cl)c2)o1)N1CCN(c2ccccn2)CC1 (stereo unspecified)	0	-2	-5	-5	-3	12	2
O=C(C[n+]1cn(C(F)F)c2ccccc21)c1ccc(Br)cc1	.	-2	5	.	-6	.	.
CC(C)(C)S(=O)N1Cc2cc(C(=O)NCc3ccc4c(c3)OCO4)nc(-c3cccc(-c4ccccc4)c3)c2[C@@H]1CCO (stereo partly specified)	2	-3	2	-11	.	4	-2
S=C(NCc1ccco1)N1CCN(c2ccccc2Cl)CC1	-1	0	3	?	-1	5	?
CSC(SC)=C(C(C)=O)C(=O)c1ccc(C)cc1	.	1	1	.	-14	.	.
